Diaphorase inh: diaphorase inhibition or chemical oxidation counter-screen. inhibition, % at 20 µM. diaphorase resazurin-to-resorufin fluorescence, NADH, 16 min; bacterial (C. kluyveri) enzyme, not human. 0.69% of 190,000 active. AID 1217;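 active = primary screen inhibition at 20 µM above a set limit, cut at about 50% in these data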;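 also: plate controls were DMSO with full reaction for no effect and wells lacking NADH for full effect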
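Test system: Clostridium kluyveri diaphorase enzyme / Quantity: diaphorase at 0.14 U/mL in enzyme working solution / Incubation: 16-min room-temperature incubation before reading / Benchmarks: NADH-free wells as positive control, DMSO-only neutral wells / Signal: resorufin fluorescence 544/590 nm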
STAT1 activator: STAT1 signaling activation; NIH 3T3 STAT1-luciferase reporter, IFN-gamma, luminescence; 100% = IFN-gamma alone, no compound; 2.6% of 200,000 active; activation (% of control), % at 5.5 µM;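 active = activation above the screen-wide mean activation plus 3 SD, cut at about 130% in these data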;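 also: raw ratio to IFN-gamma control signal so 100% means no change and 0% no light; values of inactives mirror those of a sister screen read the other way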
APP transl inh: APP translation inhibition. inhibition, % at 2 µM. SH-SY5Y APP 5'UTR-luciferase reporter, luminescence. 0.82% of 190,000 active;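 active = inhibition above a set limit, derived from the sample mean plus 3 SD, cut at about 45% in these data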; also: values of inactives mirror those of a sister screen read the other way
TLR4-MyD88 BLA: blocks binding of human TLR4 to MyD88 | O00206+Q99836 | HeLa CL3-4 TLR4/MyD88 BLA complementation, FRET ratio | inhibition, % at 8.4 µM | 0.18% of 200,000 active; in the data active = inhibition above about 25%;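 also: 0% = vehicle and 100% = reference inhibitor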
Target sequence (O00206 whole entry, looked up): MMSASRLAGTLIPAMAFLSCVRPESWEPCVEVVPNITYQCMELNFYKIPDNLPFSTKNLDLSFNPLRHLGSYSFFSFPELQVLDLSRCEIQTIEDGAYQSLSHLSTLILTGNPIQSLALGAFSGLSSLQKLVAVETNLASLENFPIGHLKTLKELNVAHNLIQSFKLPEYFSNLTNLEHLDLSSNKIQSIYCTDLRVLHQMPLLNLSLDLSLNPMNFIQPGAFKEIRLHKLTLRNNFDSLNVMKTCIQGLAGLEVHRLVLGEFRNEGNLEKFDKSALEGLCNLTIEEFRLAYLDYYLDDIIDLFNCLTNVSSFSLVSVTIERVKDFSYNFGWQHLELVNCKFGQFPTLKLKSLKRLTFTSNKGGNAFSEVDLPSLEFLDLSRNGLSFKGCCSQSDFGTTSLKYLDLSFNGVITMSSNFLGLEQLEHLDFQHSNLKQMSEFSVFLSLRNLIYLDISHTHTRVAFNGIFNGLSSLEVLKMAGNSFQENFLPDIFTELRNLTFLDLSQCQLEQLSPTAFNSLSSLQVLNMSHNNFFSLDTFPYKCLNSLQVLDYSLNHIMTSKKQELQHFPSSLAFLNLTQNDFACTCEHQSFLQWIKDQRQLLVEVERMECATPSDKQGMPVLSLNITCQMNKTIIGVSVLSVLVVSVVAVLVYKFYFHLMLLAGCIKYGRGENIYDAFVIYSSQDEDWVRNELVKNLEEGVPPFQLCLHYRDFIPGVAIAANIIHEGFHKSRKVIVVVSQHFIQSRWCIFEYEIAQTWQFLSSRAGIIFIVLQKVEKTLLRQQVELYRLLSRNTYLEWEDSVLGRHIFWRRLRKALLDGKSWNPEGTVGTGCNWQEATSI
Target sequence (Q99836 whole entry, looked up): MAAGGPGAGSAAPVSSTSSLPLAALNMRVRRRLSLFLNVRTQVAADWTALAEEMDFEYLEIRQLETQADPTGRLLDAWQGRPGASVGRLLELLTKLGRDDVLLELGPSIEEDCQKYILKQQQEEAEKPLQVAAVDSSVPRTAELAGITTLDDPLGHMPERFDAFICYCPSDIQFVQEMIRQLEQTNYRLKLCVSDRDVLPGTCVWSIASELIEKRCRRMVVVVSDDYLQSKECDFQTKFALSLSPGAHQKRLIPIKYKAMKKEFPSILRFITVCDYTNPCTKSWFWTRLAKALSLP
APP 5'UTR act: APP 5'UTR luciferase reporter activation | SH-SY5Y APP 5'UTR luciferase reporter, luminescence; zero percent = DMSO vehicle wells | activation, % at 2 µM | 1% of 190,000 active | AID 1276;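 active = activation above a set limit, based on mean plus 3 SD of controls, cut at about 140% in these data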; also: values of inactives mirror those of a sister screen read the other way
FLuc inhib CS: counter-screen for luciferase assay inhibitors: firefly luciferase inhibition; P08659; 1.5% of 200,000 active; inhibition, % at 10 µM; ATPLite firefly luciferase biochemical luminescence, 10 min;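 active = inhibition above about 50% when tested at 10 µM, limit read from the data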
G6PDH CS: counter-screen for G6PDH assay hits: L. mesenteroides G6PDH inhibition | Purified L. mesenteroides G6PDH, diaphorase/resazurin coupled fluorescence, 45 min | inhibition, % at 5 µM | 0.12% of 200,000 active; in the data active = inhibition above about 50%
Diaphorase act: diaphorase activation or chemical reduction counter-screen; Diaphorase/resazurin coupled assay, resorufin fluorescence, 16 min; active compounds read high; 1 = vehicle wells, 0 = NADH-free wells; 0.005% of 190,000 active; activation factor at 20 µM; AID 1229;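 active = diaphorase activity raised at least twofold by the compound at 20 µM; inactive = activation factor below 2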
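System – purified diaphorase enzyme from Clostridium kluyveri · Input – enzyme 0.07 U/mL final · Also added – final NADH 0.114 mM, resazurin 0.1 mM · Measured by – fluorescence of resorufin, 544 nm excitation, 590 nm emission · Timing – 16 min enzyme reaction, ambient temperature · Measure – resorufin increase flagging diaphorase activators or reducers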
NF-kB neuron act: compounds increasing NF-kB expression in human neuronal cells | AID 1239 | fold change at 12.5 µM | 1.6% of 190,000 active | NF-kB reporter expression; active compounds read high; in the data active = fold change above about 3.3
FLuc act counter: firefly luciferase counter-screen for stimulation assays; ATPlite luciferase biochemical, luminescence, 10 min; 0 = ATP-free wells, 1 = DMSO control; activation factor at 10 µM; 200,000 tested, under 10 active; AID 1027;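 active = luciferase activation factor, scaled between plate controls, of at least 2 with compound at 10 µM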
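Assay system – cell-free luciferase reagent · Medium – PBS-based ATP solution · Dosing – test compounds dosed from 2 mM stocks in 100% DMSO · Timing – 10 min, room temperature · Technique – light output (luminescence) · Measure – luminescence gain marking luciferase activators · Controls – No-ATP low control, compound-free enzyme-plus-ATP high control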
The depositor's hits bear a star.

`O=C1C(=C2SCCCS2)CC/C1=C\c1ccc(F)cc1` gave Diaphorase inh 7.1, STAT1 activator 72.6, APP transl inh -48.7, TLR4-MyD88 BLA 6.9, APP 5'UTR act 48.7, FLuc inhib CS 93.1*, G6PDH CS 5.6, Diaphorase act 0.9, NF-kB neuron act 2.4 and FLuc act counter 0.1.
c1ccc(-n2cnc3cc(NCc4ccccn4)ccc32)cc1 was read as Diaphorase inh 24.4, STAT1 activator 130.9*, APP transl inh -85.7, TLR4-MyD88 BLA -13.3, APP 5'UTR act 85.7, FLuc inhib CS 14.8, G6PDH CS -8.2, Diaphorase act 0.8, NF-kB neuron act 2.14 and FLuc act counter 0.9.
`COc1ccc(NC(=O)c2cccc(N3C(=O)NC4CC3(C)Oc3ccccc34)c2)cc1` (stereo unspecified) gave Diaphorase inh 8.6, STAT1 activator 93.9, APP transl inh -2.8, TLR4-MyD88 BLA -4.5, APP 5'UTR act 2.8, FLuc inhib CS -2.9, G6PDH CS -0.5, Diaphorase act 0.9, NF-kB neuron act 0.99 and FLuc act counter 1.
`CCCCn1c(SCC(=O)N2c3ccccc3Sc3ccccc32)nc2c1c(=O)n(C)c(=O)n2C` gave Diaphorase inh 13.9, STAT1 activator 101.0, APP transl inh 12.9, TLR4-MyD88 BLA 1.4, APP 5'UTR act -12.9, FLuc inhib CS 0.6, G6PDH CS -6.3, Diaphorase act 0.9, NF-kB neuron act 0.56 and FLuc act counter 1.
`CC(=O)NCC(=O)N(C)C(C(=O)Nc1ccc2c(c1)OCCO2)c1ccccc1` (stereo unspecified) gave Diaphorase inh 3.4, STAT1 activator 104.8, APP transl inh 5.6, TLR4-MyD88 BLA 6.7, APP 5'UTR act -5.6, FLuc inhib CS -1.5, G6PDH CS -1.0, Diaphorase act 1, NF-kB neuron act 1.31 and FLuc act counter 1.
`CC1CCN(C(c2nnnn2CCc2ccccc2)C(C)C)CC1` (stereo unspecified) gave Diaphorase inh -9.8, STAT1 activator 94.5, APP transl inh 9.8, TLR4-MyD88 BLA -15.4, APP 5'UTR act -9.8, FLuc inhib CS -5.9, G6PDH CS 6.2, Diaphorase act 1.1, NF-kB neuron act 1.1 and FLuc act counter 1.1.
For COCCCN(CCCN)Cc1ccco1 the results were Diaphorase inh -7.3, STAT1 activator 99.0, APP transl inh -22.2, TLR4-MyD88 BLA 4.7, APP 5'UTR act 22.2, FLuc inhib CS 2.5, G6PDH CS -0.5, Diaphorase act 1.1, NF-kB neuron act 0.99 and FLuc act counter 1.
`N#CC(c1ccccn1)c1ncc(C(F)(F)F)cc1Cl` (stereo unspecified) gave Diaphorase inh -7.8, STAT1 activator 98.7, APP transl inh -16.0, TLR4-MyD88 BLA 8.8, APP 5'UTR act 16.1, FLuc inhib CS -4.3, G6PDH CS -3.0, Diaphorase act 1.1, NF-kB neuron act 1.28 and FLuc act counter 1.
Screening COc1cc(C)c(Cc2cnc(N)nc2N)cc1OC returned Diaphorase inh 43.6, FLuc inhib CS -6.9, G6PDH CS 4.8, Diaphorase act 0.6 and FLuc act counter 1.1.
`COC(=O)c1ccc(C(=O)OC)c(NC(=O)COC(=O)C2CC2C)c1` (stereo unspecified) gave Diaphorase inh 8.5, STAT1 activator 95.0, APP transl inh 4.1, TLR4-MyD88 BLA -11.9, APP 5'UTR act -4.1, FLuc inhib CS -2.8, G6PDH CS 2.6, Diaphorase act 0.9, NF-kB neuron act 1.36 and FLuc act counter 1.
`COc1ccc(C(=O)c2oc3ccc(OC)cc3c2NC(C)=O)cc1` gave Diaphorase inh 5.4, STAT1 activator 103.9, APP transl inh 30.1, TLR4-MyD88 BLA 3.7, APP 5'UTR act -30.1, FLuc inhib CS -3.2, G6PDH CS -1.7, Diaphorase act 0.9, NF-kB neuron act 1.32 and FLuc act counter 1.
`O=C(N/N=C(/CC(=O)c1cccs1)C(F)(F)F)c1ccc(O)cc1` gave Diaphorase inh 9.6, STAT1 activator 98.0, APP transl inh 0.9, TLR4-MyD88 BLA -29.0, APP 5'UTR act -0.9, FLuc inhib CS -7.3, G6PDH CS 1.5, Diaphorase act 0.9, NF-kB neuron act 1.17 and FLuc act counter 1.1.
`CC1=NNC(=O)c2ccccc2O1` gave Diaphorase inh 6.6, STAT1 activator 95.0, APP transl inh 6.8, TLR4-MyD88 BLA 4.8, APP 5'UTR act -6.8, FLuc inhib CS -6.9, G6PDH CS 15.9, Diaphorase act 0.9, NF-kB neuron act 1.04 and FLuc act counter 1.1.
`CCOC(=O)c1c(C)[nH]c(C(=O)N/N=C\c2ccccc2Cl)c1C` gave Diaphorase inh 1.0, STAT1 activator 91.3, APP transl inh -1.8, TLR4-MyD88 BLA -12.1, APP 5'UTR act 1.8, FLuc inhib CS 3.2, G6PDH CS -10.9, Diaphorase act 1, NF-kB neuron act 0.84 and FLuc act counter 1.
Screening Cc1ccc(Nc2cc(C)nc3nc(C)nn23)cc1 returned Diaphorase inh -0.9, STAT1 activator 99.4, APP transl inh 17.0, TLR4-MyD88 BLA 3.6, APP 5'UTR act -17.0, FLuc inhib CS -11.8, G6PDH CS 13.7, Diaphorase act 1, NF-kB neuron act 0.92 and FLuc act counter 1.1.
For N#C/C(=N/Nc1ccccc1F)C(=N)N1CCOCC1 the results were Diaphorase inh 1.8, STAT1 activator 106.9, APP transl inh -8.1, TLR4-MyD88 BLA 11.6, APP 5'UTR act 8.1, FLuc inhib CS 4.2, G6PDH CS -0.7, Diaphorase act 1, NF-kB neuron act 1.32 and FLuc act counter 1.
O=C(Nc1ccc(Cl)cc1C(=O)NCc1cccnc1)c1ccco1 was read as Diaphorase inh 13.4, STAT1 activator 95.5, APP transl inh 17.8, TLR4-MyD88 BLA -4.5, APP 5'UTR act -17.8, FLuc inhib CS -2.7, G6PDH CS -24.0, Diaphorase act 0.9, NF-kB neuron act 0.89 and FLuc act counter 1.
COc1ccc(OC)c(NC(=O)c2ccno2)c1 was read as Diaphorase inh 15.8, STAT1 activator 102.7, APP transl inh -7.4, TLR4-MyD88 BLA 9.8, APP 5'UTR act 7.4, FLuc inhib CS -4.7, G6PDH CS 8.3, Diaphorase act 0.8, NF-kB neuron act 1.1 and FLuc act counter 1.
Screening CCC(C)NCCOc1ccc(C(C)(C)c2ccccc2)cc1 (stereo unspecified) returned Diaphorase inh -8.3, STAT1 activator 99.0, APP transl inh 10.9, TLR4-MyD88 BLA 9.7, APP 5'UTR act -10.9, FLuc inhib CS 1.2, G6PDH CS 19.5, Diaphorase act 1.1, NF-kB neuron act 1.07 and FLuc act counter 1.
Screening COc1ccc(-c2cc(C(=O)N3CCCCC3)no2)cc1OC returned Diaphorase inh 4.0, STAT1 activator 131.9*, APP transl inh -46.5, TLR4-MyD88 BLA 11.0, APP 5'UTR act 46.5, FLuc inhib CS 1.0, G6PDH CS -2.5, Diaphorase act 1, NF-kB neuron act 1.87 and FLuc act counter 1.
CCCCN(C(=O)CNC(=O)c1cccs1)C(C(=O)NC1CCCC1)c1ccncc1 (stereo unspecified) was read as STAT1 activator 102.6, APP transl inh 11.0, TLR4-MyD88 BLA 9.3, APP 5'UTR act -11.0, FLuc inhib CS -3.3, G6PDH CS 10.7, NF-kB neuron act 1.19 and FLuc act counter 1.
`Cc1ccc(Cn2ccc(O)c(Cc3ccccc3)c2=O)cc1` gave Diaphorase inh -15.8, STAT1 activator 99.2, APP transl inh 18.6, TLR4-MyD88 BLA 8.4, APP 5'UTR act -18.6, FLuc inhib CS 0.0, G6PDH CS 11.6, Diaphorase act 1.2, NF-kB neuron act 0.86 and FLuc act counter 1.
Screening CC(=O)Nc1ccc(S(=O)(=O)Nc2nc(CN3CCOCC3)nc3sc4c(c23)CCCC4)cc1 returned Diaphorase inh 9.7, STAT1 activator 98.7, APP transl inh -3.8, TLR4-MyD88 BLA -2.3, APP 5'UTR act 3.8, FLuc inhib CS -8.4, G6PDH CS -2.9, Diaphorase act 0.9, NF-kB neuron act 1.12 and FLuc act counter 1.1.
COc1ccccc1/C=N/N(C(C)=O)c1nc(-c2ccc(F)cc2)cs1 was read as Diaphorase inh -6.6, STAT1 activator 119.1, APP transl inh -24.3, TLR4-MyD88 BLA 13.7, APP 5'UTR act 24.3, FLuc inhib CS -4.3, G6PDH CS -3.1, Diaphorase act 1.1, NF-kB neuron act 2.23 and FLuc act counter 1.
`Cc1cc(C)c2nc(N3CCCC3)c(C#N)cc2c1` gave Diaphorase inh 28.4, STAT1 activator 102.2, APP transl inh -14.2, TLR4-MyD88 BLA 3.8, APP 5'UTR act 14.2, FLuc inhib CS -5.5, G6PDH CS 1.8, Diaphorase act 0.7, NF-kB neuron act 1.03 and FLuc act counter 1.1.
Screening O=C(Nc1c(Cl)ccc2nsnc12)c1cccnc1 returned Diaphorase inh 10.7, STAT1 activator 103.9, APP transl inh 1.3, TLR4-MyD88 BLA -12.3, APP 5'UTR act -1.3, FLuc inhib CS -7.4, G6PDH CS 5.2, Diaphorase act 0.9, NF-kB neuron act 0.96 and FLuc act counter 1.1.
COc1ccc(/C=N/Nc2nc(Nc3ccccc3)nc(N3CCCCC3)n2)c(OC)c1 was read as Diaphorase inh 15.1, STAT1 activator 99.0, APP transl inh 24.7, TLR4-MyD88 BLA 1.2, APP 5'UTR act -24.7, FLuc inhib CS 12.1, G6PDH CS 1.9, Diaphorase act 0.8, NF-kB neuron act 0.85 and FLuc act counter 0.9.
`CC(=O)Nc1cccc(NC(=S)Nc2ccc(F)cc2F)c1` gave Diaphorase inh 21.8, STAT1 activator 90.6, APP transl inh 3.6, TLR4-MyD88 BLA -1.7, APP 5'UTR act -3.6, FLuc inhib CS 3.1, G6PDH CS 10.4, Diaphorase act 0.8, NF-kB neuron act 1.22 and FLuc act counter 1.
CSc1cccc(CN2CCN(CCC(C)C)C(CCO)C2)c1 (stereo unspecified) was read as Diaphorase inh 15.5, STAT1 activator 106.3, APP transl inh -1.2, TLR4-MyD88 BLA -0.7, APP 5'UTR act 1.2, FLuc inhib CS -6.1, G6PDH CS 4.3, Diaphorase act 0.8, NF-kB neuron act 1.33 and FLuc act counter 1.1.
For Cc1ccc2sc(NNC(=O)c3cc(-c4cccs4)nc4ccccc34)nc2c1C the results were Diaphorase inh -7.4, STAT1 activator 107.8, APP transl inh 5.6, TLR4-MyD88 BLA -3.5, APP 5'UTR act -5.6, FLuc inhib CS -6.2, G6PDH CS -1.7, Diaphorase act 1.1, NF-kB neuron act 1.16 and FLuc act counter 1.1.
CCC(OC(=O)c1cccs1)C(=O)NCc1ccc(C)cc1 (stereo unspecified) was read as Diaphorase inh 2.8, STAT1 activator 88.7, APP transl inh -7.9, TLR4-MyD88 BLA 10.9, APP 5'UTR act 7.9, FLuc inhib CS -3.7, G6PDH CS 11.2, Diaphorase act 1, NF-kB neuron act 1.18 and FLuc act counter 1.

Compound activity (PubChem)

Hits appear at their usual frequency (roughly 5.6% active in at least one column).
